Assay outcomes deposited in PubChem by Small Molecule Screening Facility, UW Madison.
RMI FANCM FP: blocks RMI1/RMI2 complex binding to FANCM MM2 peptide; Fluorescence polarization, RMI core complex with F-MM2 peptide; stronger effect = lower value; FP signal (polarization) at 33 µM; actives 0.58% (n = 70,000); AID 1159607; in the data active = FP signal below about 40; also: inactives centre near 61; strong numbers were not always called active; unit not given here
Active calls of the source: *; & = joins results of further samples. Only part of the results is shown, so the mix of outcomes need not match the whole.

| mol | RMI FANCM FP |
| --- | --- |
| Cc1nc(-c2ccccc2)sc1C(=O)N/N=C\c1cc2ccccc2o1 | 60 |
| Cc1ccc(-c2ccc(N3CCN(S(=O)(=O)c4ccc(Cl)cc4)CC3)nn2)cc1 | 74 |
| Cc1cc(-c2ccccc2)cnn1 | 59 |
| COc1cccc(C(=O)Nc2ccc([N+](=O)[O-])cc2)c1OC | 52 |
| O=C1CN(S(=O)(=O)c2ccc([N+](=O)[O-])cc2)c2ccccc2N1 | 60 |
| Cc1sc(NC(=O)c2nc3ccccc3s2)c(C(N)=O)c1C | 106 |
| COc1ccc2cc(S(=O)(=O)N3CCN(c4ccc(F)cc4)CC3)ccc2c1 | 60 |
| CCSc1nnc(NC(=O)CSc2nc3c(cnn3-c3ccc(Cl)cc3)c(=O)[nH]2)s1 | 66 |
| Cc1ccc(-n2nnnc2-c2cnc(N)nc2-c2ccccc2)cc1 | 60 |
| O=C(CSc1nnc2ccccn12)c1ccc(Cl)cc1 | 73 |
| NCCC(=O)N[C@@H](Cc1cnc[nH]1)C(=O)O | 64 |
| COC(=O)c1ccccc1NC(=O)CSc1ccc2ccccc2n1 | 71 |
| CC(C)(C)OC(=O)Nc1ccc(Cl)cc1 | 55 |
| Cn1cccc1C(CNC(=O)C(=O)NCc1cccs1)N1CCCC1 (configuration not stated) | 65 |
| COc1ccc(-c2cc(C(=O)N/N=C\c3ccc([N+](=O)[O-])cc3)c3ccc(C)cc3n2)cc1OC | 52 |
| COc1cc(C(C)=O)ccc1OCC(=O)NCCn1nc(-c2cccs2)ccc1=O | 70 |
| O=C(Nc1ccccc1)Nc1nc(CCC(=O)N2CCN(c3ccccn3)CC2)cs1 | 64 |
| O=C(O)Cc1ccc([N+](=O)[O-])cc1 | 55 |
| Cc1cc(S(=O)(=O)NC2CCCCNC2=O)c(C)s1 (configuration not stated) | 53 |
| Cc1ccc(S(=O)(=O)Oc2c(C)cc(-c3nn(C)c(=O)c4ccccc34)cc2C)cc1 | 56 |
| CC1CN(S(=O)(=O)c2ccc(C(=O)Nc3nc4c(F)cccc4s3)cc2)CC(C)O1 (configuration not stated) | 61 |
| O=C(CSc1ccc(NC(=O)C2CC2)nn1)Nc1ccc(C(F)(F)F)cc1 | 116 |
| COc1cccc(-c2nnc3ccc(OCCNC(=O)c4ccc(F)c(F)c4)nn23)c1 | 65 |
| CCCCSc1nc2ccc(C)cc2[nH]1 | 59 |
| Cc1nn2c(C)cc(C(=O)O)nc2c1-c1ccccc1 | 61 |
| O=C(Nc1nnc(-c2ccc(Br)cc2)s1)c1ccccc1C(F)(F)F | 67 |
| O=C(/C=C/c1cccc([N+](=O)[O-])c1)n1nnc2ccccc21 | 61 |
| CC1CCN(C(=O)c2cc(NC(=O)c3ccc(F)cc3)c(=O)n(C)c2)CC1 | 62 |
| O=C(CSc1ccc(Cl)cc1)Nc1cccc2c1C(=O)NC2=O | 55 |
| O=C(Nc1ccc(OC(F)(F)C(F)(F)C(F)(F)C(F)(F)F)cc1)c1ccncc1 | 55 |
| COc1ccccc1-c1ccc(N2CCCC(C(=O)Nc3ncccc3C)C2)nn1 (configuration not stated) | 64 |
| N#CCSc1ccc2nnc(-c3ccncc3)n2n1 | 59 |
| COc1ccc(C(=O)Nc2cc(C)nn2C(C)C)cc1 | 71 |
| O=C(COc1ccc(Cl)cc1)Nc1ccc2c(c1)N(C(=O)C1CC1)CCC2 | 56 |
| CCOC(=O)Cn1cnc2c(-c3ccc(OC)cc3)csc2c1=O | 63 |
| CCOC(=O)c1c(-c2ccc(C)c(C)c2)csc1NC(=O)CSc1nnc2scc(-c3ccccc3)n12 | 76 |
| CC1(C)CC(=O)C(N=Nc2cc([N+](=O)[O-])ccc2Br)=C(O)C1 | 59 |
| COc1ccc(/C=C\C(=O)Nc2c(C(=O)Nc3ccc(C)cc3)oc3ccccc23)cc1OC | 85 |
| Cc1cc2cc(CNC(=O)COc3ccc(Cl)cc3Cl)ccc2[nH]1 | 58 |
| CN1CCc2c(sc(NC(=O)c3ccc(Br)s3)c2C(N)=O)C1 | 90 |
| Cc1ccccc1-c1noc(CN2C(=O)COc3cc(Cl)ccc32)n1 | 86 |
| CC1=C(C(=O)Nc2cccc(Cl)c2)C(c2cccs2)NC(=S)N1 (configuration not stated) | 64 |
| O=C(CCCSc1ccc(NC(=O)c2ccc(F)cc2)nn1)NCCN1CCOCC1 | 62 |
| O=C(Cn1ncn2nc(-c3ccc(F)cc3)cc2c1=O)Nc1ccc2c(c1)OCO2 | 68 |
| Nc1ccc2c3c(cccc13)C(=O)NC2=O | -36 |
| COc1ccc(-n2c(C)nc3ccc(NC(=O)c4ccc5ccccc5n4)cc3c2=O)cc1 | 93 |
| O=C(Oc1ccc(F)cc1)/C(=C\c1cccs1)c1ccsc1 | 57 |
| COc1ccc2nc(-c3cccc(NC(=O)c4cc(Cl)ccc4OC)c3)cn2n1 | 70 |

Laid out differently: results already given.
RMI FANCM FP | canonical_smiles
64 | CC1=C(C(=O)Nc2cccc(Cl)c2)C(c2cccs2)NC(=S)N1 (configuration not stated)
62 | O=C(CCCSc1ccc(NC(=O)c2ccc(F)cc2)nn1)NCCN1CCOCC1
68 | O=C(Cn1ncn2nc(-c3ccc(F)cc3)cc2c1=O)Nc1ccc2c(c1)OCO2
-36 | Nc1ccc2c3c(cccc13)C(=O)NC2=O
93 | COc1ccc(-n2c(C)nc3ccc(NC(=O)c4ccc5ccccc5n4)cc3c2=O)cc1
57 | O=C(Oc1ccc(F)cc1)/C(=C\c1cccs1)c1ccsc1
70 | COc1ccc2nc(-c3cccc(NC(=O)c4cc(Cl)ccc4OC)c3)cn2n1

The list goes on:
| mol | RMI FANCM FP |
| --- | --- |
| O=C(NCCC(c1ccccc1)c1ccccc1)C(=O)NCc1ccc(F)cc1 | 113 |
| O=C(CSc1ncn[nH]1)Nc1ccc2c(c1)OCCO2 | 75 |
| O=c1oc2ccccc2nc1C=C(O)c1ccc([N+](=O)[O-])cc1 | 53 |
| COc1ccc(Cl)c2sc(NCCCN3CCOCC3)nc12 | 70 |
| O=C(/C=C\c1ccc2c(c1)OCO2)Nc1nnc(SCC(=O)c2ccccc2)s1 | 78 |
| O=C(CC1Nc2ccccc2NC1=O)Nc1ccc(OC(F)(F)F)cc1 (configuration not stated) | 67 |
| CC[N+](CC)(CC)CC | 51 |
| CCOc1cc(C)c(Cl)cc1S(=O)(=O)n1ccnc1 | 57 |
| CC(=O)Nc1ccc(Sc2ccccc2C(=O)O)c(C(=O)O)c1 | 44 |
| CCC(C(=O)NCCOc1ccccc1)c1ccccc1 (configuration not stated) | 60 |
| C=CCNC(=O)C(=O)NCC(c1ccc2c(c1)OCO2)N1CCN(c2ccccc2F)CC1 (configuration not stated) | 55 |
| Cc1ccc(OCc2nnc(SCC(=O)NCc3ccccc3)n2-c2ccccc2)c2c1CCC2 | 51 |
| Cc1c2oc3c(C)ccc(C(=O)N[C@@H]4C(=O)N[C@H](C(C)C)C(=O)N5CCC[C@H]5C(=O)N(C)CC(=O)N(C)[C@@H](C(C)C)C(=O)O[C@@H]4C)c3nc-2c(C(=O)N[C@@H]2C(=O)N[C@H](C(C)C)C(=O)N3CCC[C@H]3C(=O)N(C)CC(=O)N(C)[C@@H](C(C)C)C(=O)O[C@@H]2C)c(N)c1=O | 52 |
| CC(=O)N(C(C)=O)N(C(C)=O)c1cc2ccccc2cn1 | 55 |
| COc1ccc2nc(-c3ccc(NC(=O)c4ccc(F)c(F)c4)cc3)cn2n1 | 118 |
| O=S(=O)(Nc1nc2ccccc2nc1Nc1ccc2c(c1)OCCO2)c1cccs1 | 60 |
| O=C1CCCN2C(=N1)SC(=S)N2CN1CCN(c2ccccc2)CC1 | 60 |
| O=S(=O)(c1ccccc1)N1CCNCC1 | 57 |
| COc1cc(C2CC(=O)NC(SCC(=O)Nc3ccccc3)=C2C#N)ccc1OCc1ccccc1 (configuration not stated) | 98 |
| O=C(c1ccco1)N1CCc2ccc(NS(=O)(=O)Cc3ccccc3Cl)cc2C1 | 75 |
| Cc1ccc(C2Nc3ccccc3C(=O)N2CCCN2CCOCC2)cc1 (configuration not stated) | 62 |
| CCOC(=O)c1c(NC(=O)c2cccc(C(F)(F)F)c2)sc2c1CCN(C)C2 | 101 |
| C=CCn1c(=S)sc2c(N/N=C\c3ccco3)ncnc21 | 63 |
| COc1cccc(NC(=O)C(=O)NCCc2ccco2)c1 | 55 |
| COc1ccc(CCNC(=O)c2cccc(NS(=O)(=O)c3ccccc3F)c2)cc1OC | 71 |
| C[n+]1cccc(C(=O)[O-])c1 | 59&62 |
| CSc1nc(C)cc(OCNC(=O)c2ccc(Cl)cc2)n1 | 62 |
| Cc1[nH]c2ccc(F)cc2c1CCNC(=S)Nc1ccc(I)cc1 | 58 |
| C1CN=C(NC23CC4CC(CC(C4)C2)C3)C1 | 60 |
| O=C(COc1cccc2c1CCN(Cc1ccc(Cl)cc1)C2=O)Nc1ccc2c(c1)OCO2 | 64 |
| Cc1ccccc1C(=O)NCCn1ncc2c(NCCc3ccccc3)ncnc21 | 65 |
| Cc1cc(C(=O)N(CCn2cccn2)c2nc3c(Cl)cccc3s2)on1 | 59 |
| NN1C(=O)/C(=C/c2cccs2)SC1=S | 63 |
| O=c1cccnn1CCNS(=O)(=O)c1cc(Cl)c(Cl)cc1Cl | 63 |
| O=C(NCC(c1cccs1)N1CCOCC1)C(=O)Nc1ccc(F)cc1F (configuration not stated) | 48 |
| COc1ccc(-n2c(SCCCN3C(=O)c4cccc5cccc(c45)C3=O)nnc2-c2sc3ccccc3c2Cl)cc1 | 57 |
| Cc1nc2scc(C)n2c(=O)c1NC(=O)c1ccco1 | 55 |
| Cc1ccc(-c2cc(N)n(C3CCS(=O)(=O)C3)n2)cc1 (configuration not stated) | 70 |
| Oc1cc2c(cc1O)C(c1ccccc1)CNCC2 (configuration not stated) | 53 |
| O=c1cccnn1CCNS(=O)(=O)c1ccc2c(c1)OCCO2 | 65 |
| O=C(Sc1cccs1)c1cncc(C#Cc2ccccc2)c1 | 55 |
| Cc1nc(CSCC(=O)O)cs1 | 64 |
| CCOC(=O)c1cnn(-c2nc(-c3ccc(C)cc3)cs2)c1N | 71 |
| Cc1cc(C(=O)NNc2cc(Cl)cc(Cl)c2)no1 | 54 |
| COc1ccccc1CCNC(=O)c1ccc(=O)n(C)n1 | 62 |
| CCCN1CCCc2cc(CCNC(=O)Cc3cccc(C)c3)ccc21 | 55 |
| Cc1nn(C(=O)c2ccc(F)cc2)c(C)c1Sc1ccc(F)cc1 | 59 |
| S=c1[nH]nc(Cn2nnc3ccccc32)o1 | 59 |
| CSc1c(-c2ccc(Cl)cc2)[nH]c2ccccc12 | 55 |
| CC(=O)c1cccc(NC(=O)CSc2ncc(-c3ccccc3)[nH]2)c1 | 58 |
| Cc1ccc(-c2csc3ncnc(SCC(=O)c4ccc5c(c4)OCO5)c23)cc1 | 81 |
| CC(=O)c1cc([N+](=O)[O-])c(SCc2ccc(Cl)cc2)s1 | 51 |
| O=C1CCCc2c1nc(-c1ccccc1)n2O | 49 |
| O=C(Nc1nc2c(cc3c4c(cccc42)CC3)s1)c1sc2ccccc2c1Cl | 59 |
| Cc1c(C)c(C)c(S(=O)(=O)NCC(c2cccn2C)N2CCCC2)c(C)c1C (configuration not stated) | 71 |
| CC(=S)c1ncc(C(F)(F)F)cc1N(C)C | 54 |
| CCCNC(=O)C(=O)Nc1c(O)c2ccccc2[nH]c1=O | 56 |
| CCOc1ccc(NC(=O)CCSc2nnc3scc(-c4ccc(Cl)cc4)n23)cc1 | 69 |
| Cc1csc2nc(O)c(C(=O)NCc3ccc4c(c3)OCO4)c(=O)n12 | 55 |
| COC(=O)c1ccc(C(=O)Nc2cc(-c3ccccc3)sc2C(=O)OC)cc1 | 73 |

Continued:
| mol | RMI FANCM FP |
| --- | --- |
| Cc1cccc(OCc2n[nH]c(=S)n2C2CCCCC2)c1 | 55 |
| COc1cccc(CCNC(=O)CC2CSc3nc4c(c(=O)n32)CCCC4)c1 (configuration not stated) | 67 |
| NC(=S)NNC(=O)c1cccc(Br)c1 | 64 |
| O=C(NCC(c1ccco1)N1CCN(c2ccc(F)cc2)CC1)c1cccc([N+](=O)[O-])c1 (configuration not stated) | 53 |
| Cc1ccc(S(=O)(=O)Oc2c(Cc3ccccc3)c(=O)n(C)c3ccccc23)cc1 | 67 |
| CCOC(=O)C1C(=O)C=C(c2ccc(NS(C)(=O)=O)cc2)CC1c1ccco1 (configuration not stated) | 73 |
| COc1ccccc1NC(=O)Cn1nc(-c2ccccc2)c2sc(N3CCCC3)nc2c1=O | 64 |
| CC(=O)N1CCN(c2ccnc3c2c(=O)n(Cc2ccccc2Cl)c(=O)n3C)CC1 | 64 |
| O=C1C(Nc2ccccc2)=CC(c2ccc([N+](=O)[O-])cc2)N1c1ccccc1 (configuration not stated) | 56&64 |
| CCc1nnc(NC(=O)CSc2ncc(C(=O)Nc3ccc(C)cc3)c(=O)n2C)s1 | 44 |
| O=C(Nc1nnc(-c2ccco2)o1)c1ccc([N+](=O)[O-])cc1 | 64 |
| Cc1ccc(Nc2nc(C(=O)NCc3ccc(S(N)(=O)=O)cc3)cs2)c(C)c1 | 62 |
| Cc1onc(-c2ccccc2)c1CNS(=O)(=O)c1ccc2c(c1)N(C)CCO2 | 56 |
| CCc1ccc(C(=O)Cn2c(=O)n(Cc3ccncc3)c(=O)c3ncccc32)cc1 | 57 |
| O=C(NCc1ccc2c(c1)OCO2)C(=O)Nc1ccc(N2CCCS2(=O)=O)cc1 | 102 |
| CS/C(Nc1ccc(F)cc1)=C(/C#N)C(=O)c1ccco1 | 54 |
| Cc1ccccc1NC(=S)NC(C)C(c1ccccc1)N1CCN(C)CC1 (configuration not stated) | 65 |
| CC(C)(CC(=O)O)CC(=O)NC1CCN(Cc2c(F)cccc2Cl)CC1 | 47 |
| CCn1nccc1C(=O)N(CC1CCCO1)c1nc2c(Cl)cccc2s1 (configuration not stated) | 66 |
| CC1C(=O)NCCN1C(=O)c1nc2ccccc2s1 (configuration not stated) | 71 |
| COC(=O)c1ccc(NC(=O)c2nc(S(C)(=O)=O)ncc2Cl)cc1 | 63 |
| FC(F)(F)c1cccc(OCc2ccc(-c3ncns3)cc2)c1 | 56 |
| CC(C)C(=O)Nc1ccc(SCc2cccnc2)nn1 | 66 |
| COc1ccc(-c2nnc(N)o2)c(OC)c1 | 70 |
| O=C(COc1ccccc1)Nc1nnc(CSc2ccccc2)o1 | 61 |
| COc1ccc(-c2noc(CCC(=O)O)n2)cc1 | 58 |
